# BoNT-F LC inh: blocks Botulinum neurotoxin F light chain protease. actives 0.22% (n = 360,000). Multiplex microsphere protease cleavage assay, flow cytometry. inhibition, % at 10 µM. AID 588497; in the data active means inhibition above about 35%, passing the limit was not always enough; inconclusive means no clear call, values can overlap the other calls; further: plate controls were buffer without enzyme for full effect and enzyme alone for no effect
# SARS 3CLpro inh: SARS-CoV 3CLpro protease inhibition. P0C6X7. recombinant SARS-CoV 3CLpro, quenched FRET peptide cleavage. inhibition, % at 6 µM. actives 0.14% (n = 290,000). AID 1706; in the data active means inhibition above about 12%
# Anthrax LF inh2: blocks Bacillus anthracis lethal factor protease; P15917; actives 0.12% (n = 360,000); AID 588501; multiplex microsphere protease cleavage assay, LF; inhibition, % at 10 µM; further: plate controls were buffer without enzyme for full effect and enzyme alone for no effect
# PrPC surface inh: inhibitors of human cell surface prion protein PrPC | P04156 | TR-FRET read-out | inhibition, % at 13.8 µM | actives 0.43% (n = 370,000) | AID 720596; in the data active means inhibition above about 24%; further: 0% = median of the test wells and 100% = reference compound wells
# Rv3671c inh: Rv3671c (M. tuberculosis) protease inhibition | inhibition, % at 5.96 µM | actives 0.048% (n = 320,000) | AID 2606; in the data active means inhibition above about 38%;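 further: extracellular domain of Rv3671c used as enzyme; 0% = enzyme with DMSO and 100% = no enzyme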
# Target sequence (P9WHR9 whole entry, looked up, the tested form may be a part): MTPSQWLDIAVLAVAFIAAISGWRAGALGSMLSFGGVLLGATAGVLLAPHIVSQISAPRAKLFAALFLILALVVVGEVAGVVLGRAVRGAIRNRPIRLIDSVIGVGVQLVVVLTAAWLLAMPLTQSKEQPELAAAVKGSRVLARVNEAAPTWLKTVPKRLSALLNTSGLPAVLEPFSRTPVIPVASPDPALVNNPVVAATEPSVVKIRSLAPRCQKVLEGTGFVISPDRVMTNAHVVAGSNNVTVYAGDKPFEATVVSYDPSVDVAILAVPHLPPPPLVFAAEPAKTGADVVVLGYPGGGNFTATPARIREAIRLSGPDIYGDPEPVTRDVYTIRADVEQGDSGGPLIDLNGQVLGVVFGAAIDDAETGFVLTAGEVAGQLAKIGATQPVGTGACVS
# DUSP3 inh: DUSP3 (human) phosphatase inhibition. actives 0.52% (n = 290,000). AID 1654. inhibition, % at 13.3 µM. recombinant VHR phosphatase, pNPP absorbance; in the data active means inhibition above about 50%; further: some compounds called inactive have numbers as strong as hits
# Target sequence (P51452 whole entry, looked up): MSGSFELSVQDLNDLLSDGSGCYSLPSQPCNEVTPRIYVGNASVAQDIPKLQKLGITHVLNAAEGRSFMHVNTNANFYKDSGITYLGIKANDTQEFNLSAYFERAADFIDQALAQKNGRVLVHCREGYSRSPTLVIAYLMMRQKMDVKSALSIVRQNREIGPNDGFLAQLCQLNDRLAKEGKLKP
# MazEF act: activators of E. coli MazEF toxin-antitoxin RNase; AID 504720; FAM/BHQ RNA-DNA oligo cleavage fluorescence, 5 h; activation, % at 20 µM; actives 0.32% (n = 350,000); in the data active means activation above about 50%
# Target sequence (P0AE70 whole entry, looked up): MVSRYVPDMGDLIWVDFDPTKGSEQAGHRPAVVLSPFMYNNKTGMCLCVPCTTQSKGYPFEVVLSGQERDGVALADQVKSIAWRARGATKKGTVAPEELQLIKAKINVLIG
# BoNT A protease: inhibitors of Botulinum neurotoxin A light chain protease | multiplex microsphere protease substrate cleavage, flow cytometry | inhibition, % at 10 µM | actives 0.17% (n = 360,000); further: plate controls were buffer without enzyme for full effect and enzyme alone for no effect
# PriA SSB inh: blocks PriA binding to SSB C-terminal tail. actives 0.6% (n = 430,000). AlphaScreen SSBct-PriA binding, biotinylated peptide. AID 1272365. inhibition, % at 33 µM; in the data active means inhibition mostly above about 37%, no sharp cut-off; inactive means mostly below about 20%;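 further: plate controls were negative control peptide for no effect and reference peptide for full effect; strong numbers were not always called active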
# CCHFV vOTU inh: CCHFV vOTU protease inhibition. Pep-AMC fluorescence. inhibition, % at 11.5 µM. actives 0.55% (n = 370,000). AID 651958; in the data active means inhibition above about 30%; further: 0% = vehicle wells with enzyme and 100% = no enzyme wells
# * = called active by the depositor; i = inactive; ? = inconclusive; / = no result given. Unless noted, no stated cut-off is given here; in the data, active means inhibition above about 30%; inconclusive means no clear call, values can overlap the other calls; inactive means below that. Some of the compounds tested; count on the stated rates, not on these rows.
# Value order – BoNT-F LC inh	SARS 3CLpro inh	Anthrax LF inh2	PrPC surface inh	Rv3671c inh	DUSP3 inh	MazEF act	BoNT A protease	PriA SSB inh	CCHFV vOTU inh
> Cc1ccccc1-c1cc(=O)c2ccccc2o1
  -0.6	/	-2.5	6.7	1.4	/	3.3	-0.2	-24.6	6.8
> COC(=O)c1cc(NC(=O)Nc2ccccc2OC)cc(C(=O)OC)c1
  -7.0	7.4	1.4	7.1	-12.6	9.0	9.4	-0.4	-20.3	-3.8
> C=CC12C=CC=CN1C(C(=O)OC)=C(C(=O)OC)C(C(=O)OC)=C2C(=O)OC (centres undefined)
  -10.9	-1.4	-1.8	-4.9	-2.8	5.0	-4.2	-1.9	22.7	-5.7
> NS(=O)(=O)c1cccc(NC(=O)c2cccs2)c1
  1.8	-1.1	-6.7	2.5	-3.1	18.8	5.8	0.5	2.9	9.8
> COC(=O)c1cc(Sc2c(Cl)cccc2Cl)ccn1
  0.8	2.1	-4.2	-2.2	1.4	21.5	-8.1	0.2	-14.2	-2.7
> Cc1ccc(S(=O)(=O)N(C)CC(=O)OCC(=O)c2c(N)n(C)c(=O)n(C)c2=O)cc1
  1.8	-2.6	1.7	-3.8	-5.6	13.3	4.8	-0.1	-12.5	3.3
> CCn1c(C2CC(=O)N(Cc3ccccc3)C2)nc2ccccc21 (centres undefined)
  -8.6	-7.3	2.4	-1.4	0.8	12.0	9.7	-0.5	-10.1	5.5
> O=C(CN1CCOCC1)n1c2c(c3ccccc31)CCCC2
  0.1	-2.2	-3.0	-2.8	4.6	31.5	6.4	0.3	1.7	-5.1
> CCc1ccc(-c2nn(Cc3ccccc3)cc2C=O)cc1
  -3.4	3.4	0.1	-0.6	-12.3	10.6	8.9	-0.1	-14.7	-5.2
> CC(OC(=O)c1ccc2c(=O)n3c(nc2c1)CCC3)C(N)=O (centres undefined)
  1.5	-1.2	1.4	4.3	-0.3	0.5	18.2	0.4	-3.6	-7.9
> CC(=O)NCc1cccc(CNC(C)=O)n1
  -6.0	3.8	5.3	0.5	4.0	-20.3	4.6	0.2	-11.8	-3.0
> CNc1c(-n2cc(C(=O)OC)c(C(=O)OC)c2C(=O)OC)c(=O)n(C)c(=O)n1C
  ?	2.5	2.4	7.9	-7.0	4.9	2.9	-1.4	-2.0	-3.8
> COc1cc(CN2CCC(C(=O)NC(C)(C)C)CC2)ccc1OCc1ccccc1
  8.0	/	-2.9	-7.4	/	/	7.8	0.0	/	0.5
> COC(=O)Nc1nncs1
  ?	-1.5	-39.7	-2.9	4.2	21.3	2.2	-27.0	2.8	-4.2
> O=C1OCc2cc(NC(=O)C3COc4ccccc4O3)ccc21 (centres undefined)
  -5.2	-0.2	-3.8	7.5	0.0	7.6	11.8	0.0	-9.2	3.8
> O=C(O)c1c(NC(=O)N2CCCC2)sc2c1CCCC2
  ?	-0.8	-9.5	0.7	-4.6	/	9.2	0.3	-6.4	-7.5
> Cc1ccc(Sc2c(C(=O)Nc3ccc(F)cc3F)c(C(F)(F)F)nn2C)cc1
  0.3	4.0	-0.7	1.5	9.2	16.8	9.7	-0.1	-29.1	5.9
> CCc1cccc(Oc2nn[nH]n2)c1
  -3.6	-1.7	0.3	/	3.6	22.8	5.3	-2.6	-8.7	/
> CN1C(=O)C(O)(CC(=O)/C=C/C=C/c2ccccc2)c2ccccc21 (centres undefined)
  -6.6	-1.3	0.8	-1.2	-1.3	-4.7	-6.9	-1.2	3.1	1.8
> CN1C(=O)C(=Cc2ccccc2OCc2ccc(C(=O)O)cc2)C(=O)N(C)C1=O
  -7.4	0.1	-8.8	-0.8	-2.4	1.4	-8.9	-0.8	11.6	-1.0
> CCOc1ccc(NC2c3ccccc3C(=O)N2Cc2ccco2)cc1 (centres undefined)
  1.0	-0.6	-1.5	6.6	4.4	-1.0	13.3	0.5	33.8	8.7
> O=C(NCc1ccncc1)[C@@H]1CCCN1C(=O)[C@@H]1CCCN1C(=O)c1c(F)cccc1F
  -2.2	/	3.4	6.0	/	/	/	-0.3	/	28.0
> O=C(N/N=C/c1c(Cl)cccc1Cl)c1n[nH]c2c1CCCC2
  -1.1	3.1	-0.1	-0.1	4.0	4.3	1.9	-0.1	/	-8.9
> Cc1cc(C)nc(NC(=O)CSc2ccccn2)n1
  -24.5	-3.4	-12.1	-1.2	-14.8	-9.1	2.1	-2.1	-19.4	-3.4
> COCc1cc(C2C(C(=O)c3ccco3)=C(O)C(=O)N2CCOCCO)ccc1O (centres undefined)
  0.6	3.6	-2.5	0.8	-1.9	15.4	6.6	0.5	0.5	-11.2
> COc1ccc(CC(=O)O/N=C(\N)Cc2ccc([N+](=O)[O-])cc2)cc1
  ?	1.2	-14.6	1.3	3.3	6.2	7.2	-7.0	i	2.6
> Cc1c(NC(=O)OCc2ccccc2)c(=O)n(-c2ccccc2)n1C
  0.0	0.3	-2.6	-5.2	-10.4	25.0	8.1	0.1	-11.4	-3.7
> CNC(=S)NCC(O)c1ccc([N+](=O)[O-])cc1 (centres undefined)
  -0.6	2.0	-1.9	-14.3	1.8	17.4	4.8	0.3	-10.9	4.4
> O=C(O)c1ccc(-c2cccc([N+](=O)[O-])c2)o1
  1.3	0.2	-3.0	-24.9	6.5	-18.2	2.4	-0.6	-2.9	2.5
> CCn1c2nc(SCCN3CCOCC3)nnc2c2cc(C)cc(C)c21
  -22.0	-3.8	-1.5	-11.2	-4.6	39.7	-1.4	-1.3	-9.0	7.5
> COc1cccc(CNC(=O)[C@@H]2CCCN2C(=O)[C@@H]2CCCN2C(=O)OC(C)(C)C)c1
  3.5	/	-0.3	-1.4	/	/	/	0.5	/	-9.6
> CCCCN(C(=O)c1ccc(Br)o1)C1CCS(=O)(=O)C1 (centres undefined)
  /	/	/	0.8	9.3	/	3.5	/	11.9	3.0
> CCCNC(=O)c1oc2ccc3c(c2c1C)C=CC(C)(C)O3
  11.7	-2.1	14.3	-6.2	-7.4	-7.6	-4.9	0.6	-13.8	6.0
> O=C(CSc1ncc(-c2ccccc2)n1-c1ccccc1)NCc1ccco1
  -12.4	-4.7	-4.6	10.6	-2.8	14.6	-4.7	-2.2	52.2*	11.8
> CC(=O)c1c(O)c(C)c(O)c2c1OC1=CC(=O)/C(=C(/C)N)C(=O)C12C (centres undefined)
  -11.5	/	0.3	2.9	/	/	3.6	-0.1	/	2.4
> S=C1NCN(C2CCCCC2)CN1Cc1ccccc1
  -1.2	-2.6	0.9	-1.6	-1.1	16.4	3.3	0.2	1.9	10.0
> Cc1ccc(SCC(=O)Nc2ccc(F)cc2[N+](=O)[O-])cc1C
  5.1	6.4	-1.7	-4.4	-6.2	-4.8	-4.0	0.6	19.5	-6.2
> COc1ccccc1NC(=O)C1(C)Cc2ccccc2C(=O)O1 (centres undefined)
  6.7	3.2	-9.2	0.5	-4.2	4.8	-3.2	-0.5	-1.2	0.4
> CC1(C)N=C(N)N=C(N)N1c1ccc(Oc2ccc(Cl)cc2)c(Cl)c1
  -7.1	-2.9	-12.2	-8.6	2.5	/	22.8	-1.3	-6.6	-12.9
> O=C(Cn1ccc2ccccc2c1=O)NCCC(=O)N1CCCCC1
  6.2	-0.3	0.2	7.5	1.7	1.1	9.6	-0.3	7.9	6.2

# Taken from the entries so far for reference:
# Value order – BoNT-F LC inh	SARS 3CLpro inh	Anthrax LF inh2	PrPC surface inh	Rv3671c inh	DUSP3 inh	MazEF act	BoNT A protease	PriA SSB inh	CCHFV vOTU inh
> COc1ccccc1NC(=O)C1(C)Cc2ccccc2C(=O)O1 (centres undefined)
  6.7	3.2	-9.2	0.5	-4.2	4.8	-3.2	-0.5	-1.2	0.4
> CC1(C)N=C(N)N=C(N)N1c1ccc(Oc2ccc(Cl)cc2)c(Cl)c1
  -7.1	-2.9	-12.2	-8.6	2.5	/	22.8	-1.3	-6.6	-12.9
> O=C(Cn1ccc2ccccc2c1=O)NCCC(=O)N1CCCCC1
  6.2	-0.3	0.2	7.5	1.7	1.1	9.6	-0.3	7.9	6.2

# Remaining list, next part
# Value order – BoNT-F LC inh	SARS 3CLpro inh	Anthrax LF inh2	PrPC surface inh	Rv3671c inh	DUSP3 inh	MazEF act	BoNT A protease	PriA SSB inh	CCHFV vOTU inh
> CCCCC(=O)NC(c1ccccc1OC)c1ccc2cccnc2c1O (centres undefined)
  0.0	-1.5	1.3	40.5*	4.8	24.5	0.5	-1.0	42.5	12.9
> COc1ccc(NC(=O)Cn2nnc(C(=O)NCc3ccc(C)cc3)c2N)cc1Cl
  9.2	4.0	1.3	-1.3	-5.5	14.2	-88.7	2.2	-5.2	22.2
> CN1C(=O)C(=O)N(CC(=O)N2CCc3ccccc32)C1=O
  5.8	3.3	-1.1	-3.0	-4.3	-27.7	-3.3	0.6	-21.5	6.1
> Cc1ccnc(N2CCC(C(=O)Nc3ccc4c(c3)CCC4)CC2)n1
  -3.8	1.3	-1.5	4.0	-7.4	27.9	-3.1	-0.6	-5.7	-3.1
> Fc1ccc(-c2nnn(Cc3ccc(F)cc3Cl)n2)cc1
  -26.2	-0.6	-9.5	4.2	3.5	-5.3	-0.4	1.8	-23.5	-3.1
> c1ccc2nc(-c3ccncc3)ccc2c1
  0.0	-4.5	-6.0	-6.9	-9.4	16.4	-3.8	0.4	-17.4	-5.7
> O=C(Nc1cccc(Cl)c1)c1cc2c(=O)n3ccccc3nc2s1
  6.0	3.9	1.5	5.9	1.5	-5.4	-71.2	1.2	-12.6	-0.1
> CCCCc1ccc(NC(=O)C2CCCO2)cc1 (centres undefined)
  1.2	-4.2	-3.7	4.7	-5.6	5.6	-3.9	-0.4	-8.4	-5.8
> CNc1oc(/C=C/c2cccc(OC)c2)nc1C#N
  ?	-4.8	-11.5	/	3.6	9.4	4.5	-1.6	-9.3	/
> Cc1cc(C)cc(OCc2ccc(C(=O)N3N=C(C(F)F)CC3(O)C(F)F)o2)c1 (centres undefined)
  -2.6	5.6	-1.5	-3.0	-8.6	-6.0	0.8	-0.2	-8.8	1.0
> Cc1ccc2nc(SCC(=O)Nc3c(F)cccc3F)[nH]c2c1
  1.5	-3.0	0.9	0.2	5.8	23.3	10.0	-0.5	-13.9	-3.0
> CCOC(=O)c1c(C)[nH]c(C)c1C(=O)CSc1nc2ccccc2c(=O)n1-c1ccc(Cl)cc1
  -1.6	1.3	-1.4	-0.4	-24.2	-0.1	-1.7	-0.9	1.3	11.7
> CC(C)(C)c1ccc(/C=C/C(=O)Nc2cccnc2)cc1
  -28.9	0.2	-7.1	7.4	-7.7	/	-2.2	-2.5	12.9	19.9
> CCOC(CNCc1cc(C)c2[nH]c3ccccc3c2c1C)OCC
  -19.4	/	-7.5	0.4	/	/	23.3	-0.1	-0.8	12.0
> CC(C)(C)CC(=O)Nc1ccc(-c2nnc3n2CCCCC3)cc1
  -10.7	0.8	-8.4	-1.6	1.9	82.7	4.5	-1.1	-1.2	-1.7
> CC1(c2ccc(Cl)cc2)NC(=O)N(CC(=O)N2CCc3ccccc3C2)C1=O (centres undefined)
  0.0	/	-0.7	0.8	1.5	/	-2.9	-2.0	-4.6	10.4
> O=C(NC(=S)N1CCN(c2ccccc2)CC1)c1c(F)cccc1F
  9.5	-2.6	-3.4	-0.8	-5.5	-17.2	2.0	1.1	2.0	18.2
> CC1=C/C(=N\NC(=O)c2ccc(O)cc2)CC1
  -1.1	-4.3	-1.8	-0.6	0.6	26.2	7.5	0.1	/	-2.9
> O=C(NC(=S)Nc1ccc2oc(=O)ccc2c1)c1cccc(Cl)c1
  6.9	0.1	-2.5	-0.7	1.6	6.8	-43.2	0.3	-0.2	-7.2
> COc1cc2[nH]c(=O)n(CCCC(=O)NC3CCCCC3)c(=O)c2cc1OC
  3.4	-7.3	1.7	/	6.7	25.9	10.8	-0.4	-1.1	/
> COc1ccc(CCNC(=S)NC(=O)c2ccc(Br)cc2)cc1OC
  -3.7	7.9	1.2	2.7	-5.4	-0.4	2.2	-0.6	-11.0	4.9
> CSc1nnc([C@@H]2CCCN2C(=O)OC(C)(C)C)o1
  0.4	-0.9	-1.0	-8.6	-9.6	11.6	-2.2	0.5	-6.0	11.0

# Compound activity deposited in PubChem BioAssay by several laboratories.
